IDE exosite inh: displaces the probe from the exo-site of human IDE. P14735. purified IDE, FL-6b probe fluorescence polarization; active compounds read low. z-score at 20 µM. 17,000 tested, 6.3% active;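 active means z-score of -3 or lower, meaning strong loss of probe binding signal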;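 further: His-tagged human IDE residues 42-1019 made in E. coli with 30 nM FL-6b probe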
Target sequence (P14735 42-1019 limits assumed): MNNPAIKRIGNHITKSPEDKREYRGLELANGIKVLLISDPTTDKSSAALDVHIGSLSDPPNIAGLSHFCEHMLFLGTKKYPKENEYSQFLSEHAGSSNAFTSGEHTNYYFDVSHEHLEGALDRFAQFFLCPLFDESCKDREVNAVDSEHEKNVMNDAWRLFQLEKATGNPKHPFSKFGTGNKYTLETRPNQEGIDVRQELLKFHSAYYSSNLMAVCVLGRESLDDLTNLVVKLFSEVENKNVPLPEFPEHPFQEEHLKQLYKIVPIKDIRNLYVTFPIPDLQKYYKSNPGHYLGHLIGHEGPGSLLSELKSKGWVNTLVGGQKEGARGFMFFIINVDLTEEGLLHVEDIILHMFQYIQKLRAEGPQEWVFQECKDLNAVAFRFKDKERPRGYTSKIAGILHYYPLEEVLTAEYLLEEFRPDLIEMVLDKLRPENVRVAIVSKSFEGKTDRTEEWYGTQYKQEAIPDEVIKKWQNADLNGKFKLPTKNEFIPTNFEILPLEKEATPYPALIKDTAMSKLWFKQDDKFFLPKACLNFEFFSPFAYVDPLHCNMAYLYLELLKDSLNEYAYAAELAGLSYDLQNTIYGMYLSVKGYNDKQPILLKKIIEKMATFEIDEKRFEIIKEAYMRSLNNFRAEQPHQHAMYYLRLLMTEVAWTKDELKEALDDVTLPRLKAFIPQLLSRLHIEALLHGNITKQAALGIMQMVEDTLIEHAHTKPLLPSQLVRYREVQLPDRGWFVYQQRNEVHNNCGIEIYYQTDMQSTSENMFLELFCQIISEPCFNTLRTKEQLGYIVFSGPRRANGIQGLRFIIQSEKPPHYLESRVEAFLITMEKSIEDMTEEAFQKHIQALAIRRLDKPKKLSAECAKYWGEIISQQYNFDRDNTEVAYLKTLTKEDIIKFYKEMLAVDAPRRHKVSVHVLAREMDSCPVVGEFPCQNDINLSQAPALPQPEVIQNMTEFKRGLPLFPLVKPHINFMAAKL
* hit, by the source's call; & = joins results of further samples. Not all compounds are listed. The share of hits here may be higher or lower than overall.

SMILES	IDE exosite inh
O=C1NCCOCn2nncc2CC[C@H]1Cc1cccc(Cl)c1	-0.57
COCC(=O)N1CC(=O)N2[C@H](C1)[C@@H](c1ccc(-c3ccccc3F)cc1)[C@@H]2CO	-2.6
CO[C@H]1CN(C)C(=O)c2cc(NC(=O)C3CCCCC3)ccc2OC[C@@H](C)N(Cc2cccnc2)C[C@@H]1C	2
C[C@H](O)C#Cc1ccc([C@@H]2[C@H](CO)N3CCCCN(CC4CC4)C[C@@H]23)cc1	-1.2
COCC(=O)N1CC(=O)N2[C@@H](CO)[C@H](c3ccc(-c4ccccc4)cc3)[C@@H]2C1	-0.89
CNC[C@H]1OCCCC[C@@H](C)Oc2ccc(N)cc2C(=O)N([C@H](C)CO)C[C@H]1C	0.28
COc1ccccc1-c1ccc([C@@H]2[C@@H](C#N)N(C(=O)C3CC3)[C@H]2CO)cc1	-11*
C[C@H](CO)N1C[C@H](C)[C@@H](CN(C)C(=O)NC2CCCC2)OCc2cnnn2CCCC1=O	-1.1
O=C(Nc1ccc(F)cc1)N1CC(=O)N2[C@@H](CO)[C@H](c3ccc(C#Cc4cccnc4)cc3)[C@@H]2C1	0.2
CCCNC(=O)Nc1ccc2c(c1)C(=O)N(C)[C@H]1CC[C@H](CC(=O)Nc3ccc4c(c3)CCCC4)O[C@@H]1CO2	0.86
CCCC#Cc1ccc([C@@H]2[C@@H](C#N)N(S(C)(=O)=O)[C@@H]2CO)cc1	2.8
CCCC#Cc1ccc([C@H]2[C@H](CO)N3C(=O)CN(C(=O)c4ccncc4)C[C@@H]23)cc1	4.1
CCCC(=O)N1CC2(C1)CN(Cc1ccccc1F)[C@@H](CO)c1c2c2ccc(OC)cc2n1C	-0.33
C[C@@H]1CCCCO[C@@H](CN(C)C(=O)Nc2ccccc2)[C@H](C)CN([C@@H](C)CO)C(=O)c2cc(NC(=O)Nc3ccccc3)ccc2O1	0.032
C/C=C/c1ccc([C@@H]2[C@@H](CO)N(c3ncc(CC)s3)[C@H]2C#N)cc1	0.26
CO[C@H]1CN(C)C(=O)c2cc(NC(=O)c3cccc(F)c3)ccc2OC[C@H](C)N(C)C[C@@H]1C	-0.74
C/C=C/c1ccc([C@H]2[C@@H](CO)N[C@@H]2CN(Cc2cccnc2)C(=O)C2CC2)cc1	-1.8
COCC(=O)N1CC(=O)N2[C@H](CO)[C@H](c3ccc(C#CC(C)C)cc3)[C@H]2C1	3.1
CN(C)c1ccc2c(c1)[C@@H]1C[C@@H](CC(=O)N3CCOCC3)O[C@@H](CO)[C@@H]1O2	0.39
COc1ccc(NC(=O)Nc2cccc3c2O[C@H](CN(C)Cc2ccc(C(=O)O)cc2)[C@@H](C)CN([C@H](C)CO)C3=O)cc1	-1.2
C[C@H]1CN([C@@H](C)CO)C(=O)c2ccccc2-c2ccccc2CO[C@H]1CN(C)C(=O)[C@@H]1CCCN1C	-0.57
C/C=C/c1ccc([C@H]2[C@@H](CO)N3CCCCN(C(=O)Nc4ccc(OC)cc4)C[C@@H]23)cc1	0.71
COc1ccc(S(=O)(=O)N(C)C[C@H]2OCCCC[C@H](C)Oc3ccc(NC(=O)Cc4ccccc4)cc3C(=O)N([C@@H](C)CO)C[C@H]2C)cc1	1.4
C[C@@H]1CN([C@@H](C)CO)C(=O)CCCn2nncc2CO[C@@H]1CN(C)C(=O)c1ccc(N2CCN(C)CC2)cc1	-0.77
C[C@@H]1CN([C@@H](C)CO)C(=O)c2ccccc2-c2ccccc2CO[C@@H]1CN(C)C(=O)Nc1ccc(-c2ccccc2)cc1	-0.92
SMILES	IDE exosite inh
C[C@H]1CN([C@@H](C)CO)C(=O)c2c(c3ccccc3n2C)-c2ccccc2CO[C@@H]1CN(C)Cc1cccc(C(F)(F)F)c1	-0.45
COc1cccc(C(=O)Nc2ccc3c(c2)C(=O)N(C)[C@@H]2CC[C@H](CC(=O)N[C@@H](C)c4ccccc4)O[C@@H]2CO3)c1	-1.3
CO[C@@H]1CN(C)C(=O)c2cc(NC(=O)c3cccc(F)c3)ccc2OC[C@H](C)N(C)C[C@@H]1C	0.051
O=C(C[C@H]1CC[C@@H]2[C@H](COC[C@@H](O)CN2C(=O)Cc2ccccc2)O1)NC1Cc2ccccc2C1	1.3
CC(=O)N1[C@H](CO)[C@H](c2ccc(-c3ccccc3)cc2)[C@@H]1CNC(=O)NC(C)C	0.92
Cc1noc(C)c1NC(=O)N1C[C@H](O)COC[C@@H]2O[C@@H](CC(=O)NCC3CC3)CC[C@H]21	-0.6
CC(=O)N1CC(=O)N2[C@H](CO)[C@H](c3ccc(-c4ccc(C)cc4)cc3)[C@@H]2C1	2.2
CCCN(C)C[C@H]1OCCCC[C@@H](C)Oc2ccc(NC(=O)CCCN(C)C)cc2C(=O)N([C@H](C)CO)C[C@@H]1C	1
COc1ccc2c3c([nH]c2c1)[C@@H](CO)N(C(=O)Nc1ccc(F)cc1)CC31CCN(C(=O)Cc2ccncc2)CC1	-0.84
CC(C)CC#Cc1ccc([C@H]2[C@@H](CO)N3C(=O)CN(C(=O)c4cnccn4)C[C@H]23)cc1	1.5
CN(C[C@H]1[C@@H](c2ccc(C3=CCCC3)cc2)[C@@H](CO)N1CCC(F)(F)F)S(C)(=O)=O	-0.77
C/C=C/c1ccc([C@H]2[C@@H](CNC(C)=O)N(C(=O)Cc3ccncc3)[C@H]2CO)cc1	0.51
O=C(Nc1cccc(Cl)c1)N1[C@@H]2CNC[C@H]1C2c1ccc(/C=C/c2ccccc2)cc1 (some centres undefined)	-0.29&0.4
O=S(=O)(Cc1ccccc1)N1CCCCN2[C@H](C1)[C@H](c1ccc(-c3ccc(F)cc3)cc1)[C@@H]2CO	1.4
CN(C[C@H]1N[C@@H](CO)[C@@H]1c1ccc(-c2cccc(F)c2)cc1)S(C)(=O)=O	5.8
O=C(Nc1cccc(F)c1)N1CC(=O)N2[C@H](C1)[C@@H](c1ccc(-c3ccccc3)cc1)[C@@H]2CO	-1.6
CO[C@@H]1CN(C)C(=O)c2cc(NC(C)=O)ccc2OC[C@H](C)N(Cc2ccncc2)C[C@H]1C	0.27
N#C[C@H]1[C@H](c2ccc(C#Cc3ccc(F)cc3)cc2)[C@@H](CO)N1C(=O)C1CCCC1	6.4
Cc1ccccc1-c1ccc(C2[C@@H]3CN(S(=O)(=O)Cc4ccccc4)C[C@H]2N3)cc1 (some centres undefined)	-2.4
CCCNC(=O)N1[C@H](CNC(=O)c2cccc(F)c2)[C@H](c2ccccc2)[C@@H]1CO	1.5
O=C(NCC[C@@H]1CC[C@@H](NC(=O)c2ccncc2)[C@@H](CO)O1)Nc1ccc(Cl)cc1	0.68
CC(C)CC#Cc1ccc([C@@H]2[C@@H](CO)N3CCCCN(C(=O)Nc4ccccc4)C[C@H]23)cc1	0.11
Cc1ccccc1-c1ccc2c(c1)O[C@H](CN(C)C(=O)Nc1ccc(C(F)(F)F)cc1)[C@@H](C)CN([C@H](C)CO)S2(=O)=O	-1.1
COc1ccc(-c2ccccc2[C@@H]2[C@@H](C#N)N(C(=O)C3CCC3)[C@H]2CO)cc1	0.86
COCC#Cc1ccc([C@@H]2[C@H]3CN(C(=O)c4cccnc4)CC(=O)N3[C@H]2CO)cc1	0.91
SMILES	IDE exosite inh
OC[C@@H]1[C@H]2c3ccccc3NC[C@H]2N1Cc1ccccc1Cl	-0.27
CO[C@H]1CC[C@H]2CCN(C)C(=O)CCCN(C)C(=O)c3cc(C#N)ccc3OC[C@H]1O2	0.19
COc1ccc(NC(=O)N2CCCCN3[C@H](CO)[C@H](c4ccc(C#Cc5ccccn5)cc4)[C@H]3C2)cc1	0.1
CS(=O)(=O)N1CCCCN2[C@@H](CO)[C@H](c3ccc(Br)cc3)[C@@H]2C1	2.8
CN1C(=O)c2cc(NC(=O)Cc3cccs3)ccc2OC[C@H]2O[C@H](CC(=O)N[C@@H]3CCN(Cc4ccccc4)C3)CC[C@@H]21	-0.38
CC(=O)N(C)C[C@H]1[C@H](c2ccc(-c3cccnc3)cc2)[C@@H](CO)N1C(=O)C1CC1	-1.3
O=C(c1ccccc1)N1CC(=O)N2[C@H](CO)[C@@H](c3ccc(/C=C/c4ccccc4)cc3)[C@@H]2C1	-1.6
O=C(NC1CCCC1)N1CCCCN2[C@H](C1)[C@H](c1ccc(-c3cccnc3)cc1)[C@@H]2CO	-2.9
COc1cccc(-c2ccc(C3[C@H]4CNC[C@@H]3N4S(=O)(=O)Cc3ccccc3)cc2)c1 (some centres undefined)	-0.53
CCCC#Cc1ccc([C@@H]2[C@H](CO)N3C(=O)CN(C(=O)Nc4cc(F)ccc4F)C[C@@H]23)cc1	-0.25
CCN(C[C@@H]1[C@@H](c2ccccc2)[C@H](CO)N1CC1CC1)C(=O)c1cccc(F)c1	3.5
O=C(C1CCOCC1)N1CC(=O)N2[C@@H](CO)[C@@H](c3ccc(Br)cc3)[C@@H]2C1	1.4
O=C(c1ccncc1)N1CCCCN2[C@H](CO)[C@H](c3ccc(C#Cc4ccccn4)cc3)[C@@H]2C1	-0.33
CCCC#Cc1ccc([C@H]2[C@@H](CO)N3C(=O)CN(C(=O)Nc4cc(F)ccc4F)C[C@@H]23)cc1	3.7
O=C(C[C@@H]1CC[C@@H]2[C@H](COC[C@@H](O)CN2Cc2ccc3c(c2)OCO3)O1)N1CCCCC1	0.5
Cc1cccc(-c2ccc([C@@H]3[C@H](CO)N4CCCCN(Cc5ccncc5)C[C@@H]34)cc2)c1	-5.2*
COc1ccc(S(=O)(=O)N2CCCCN3[C@H](CO)[C@H](c4ccc(-c5cccnc5)cc4)[C@@H]3C2)cc1	3.6
O=S(=O)(c1cccs1)N1CCCCN2[C@H](C1)[C@@H](c1ccc(Br)cc1)[C@@H]2CO	2.2
O=C(Nc1ccccc1F)N[C@@H]1CC[C@H](CCNC(=O)C2CC2)O[C@@H]1CO	0.013
O=C(C[C@@H]1C=C[C@H](NC(=O)C2CCOCC2)[C@@H](CO)O1)NCCc1cscn1	2.4
Cc1ccccc1S(=O)(=O)N1CC[C@@H]2[C@@H](CO)N(C)c3ccc(-c4cccc(F)c4)cc3[C@@H]21	1.7
CCCNC(=O)Nc1ccc2c(c1)OC[C@H](C)N(S(C)(=O)=O)C[C@@H](C)[C@H](OC)CN(C)C2=O	1.5
CN(C)C(=O)c1ccc(-c2ccc([C@@H]3[C@@H](C#N)N(C(=O)C4CCOCC4)[C@H]3CO)cc2)cc1	3.9
COc1cccc(NC(=O)N2C[C@H](O)COC[C@@H]3O[C@H](CC(=O)N(C)C)CC[C@H]32)c1	-0.42
O=C(C1CCC1)N1CC2(C1)[C@H](c1ccccc1)[C@@H](CO)N2Cc1nccs1	0.32
SMILES	IDE exosite inh
CS(=O)(=O)N1[C@H](CO)[C@H](c2ccccc2)C12CN(C(=O)c1ccccc1F)C2	0.9
CCC(=O)N1CC(=O)N2[C@@H](CO)[C@@H](c3ccc(C#CCc4ccccc4)cc3)[C@@H]2C1	-7.4*
N#Cc1ccc(-c2ccc([C@H]3[C@@H](CO)N4C(=O)CN(C(=O)C5CCCCC5)C[C@@H]34)cc2)cc1	4
COc1ccc(S(=O)(=O)Nc2ccc3c(c2)C(=O)N([C@H](C)CO)C[C@@H](C)[C@@H](CN(C)S(=O)(=O)c2ccc(Cl)cc2)OCCCC[C@H](C)O3)cc1	-0.043
Cc1ccccc1S(=O)(=O)N1[C@H](CO)[C@@H](c2ccccc2)[C@@H]1C#N	3.7
C[C@@H]1CCCCO[C@@H](CN(C)C(=O)Nc2cccc3ccccc23)[C@H](C)CN([C@H](C)CO)C(=O)c2cc(NC(=O)CCC(F)(F)F)ccc2O1	1.1
O=C(c1ccc(F)cc1)N1CC(=O)N2[C@H](CO)[C@@H](c3ccc(C#Cc4ccc(F)cc4)cc3)[C@H]2C1	2.3
O=C(CN1CCOCC1)N1CC(=O)N2[C@H](CO)[C@@H](c3ccc(-c4cccc(F)c4)cc3)[C@@H]2C1	-1.9
CN(C)C(=O)c1ccc(-c2ccc(C3[C@@H]4CN(C(=O)Nc5ccccc5)C[C@H]3N4)cc2)cc1 (some centres undefined)	0.75
COCc1cn(CC[C@H]2CC[C@@H](NC(=O)Nc3c(C)noc3C)[C@H](CO)O2)nn1	-0.6
O=C(c1ccncc1)N1CC(=O)N2[C@@H](CO)[C@H](c3ccc(-c4ccccc4)cc3)[C@@H]2C1	-0.22
O=C(Nc1cccc(F)c1)N1CCCCN2[C@H](CO)[C@H](c3ccc(-c4ccncc4)cc3)[C@@H]2C1	3.1
CC=Cc1ccc2n(c1=O)C[C@H]1[C@H](CO)[C@@H](C(=O)NCc3ccc4c(c3)OCO4)[C@@H]2N1C(=O)COC (mixture of isomers)	-0.64

By substructure, the compounds so far containing a cyano group (nine)
SMILES	IDE exosite inh
COc1ccccc1-c1ccc([C@@H]2[C@@H](C#N)N(C(=O)C3CC3)[C@H]2CO)cc1	-11*
CCCC#Cc1ccc([C@@H]2[C@@H](C#N)N(S(C)(=O)=O)[C@@H]2CO)cc1	2.8
C/C=C/c1ccc([C@@H]2[C@@H](CO)N(c3ncc(CC)s3)[C@H]2C#N)cc1	0.26
N#C[C@H]1[C@H](c2ccc(C#Cc3ccc(F)cc3)cc2)[C@@H](CO)N1C(=O)C1CCCC1	6.4
COc1ccc(-c2ccccc2[C@@H]2[C@@H](C#N)N(C(=O)C3CCC3)[C@H]2CO)cc1	0.86
CO[C@H]1CC[C@H]2CCN(C)C(=O)CCCN(C)C(=O)c3cc(C#N)ccc3OC[C@H]1O2	0.19
CN(C)C(=O)c1ccc(-c2ccc([C@@H]3[C@@H](C#N)N(C(=O)C4CCOCC4)[C@H]3CO)cc2)cc1	3.9
N#Cc1ccc(-c2ccc([C@H]3[C@@H](CO)N4C(=O)CN(C(=O)C5CCCCC5)C[C@@H]34)cc2)cc1	4
Cc1ccccc1S(=O)(=O)N1[C@H](CO)[C@@H](c2ccccc2)[C@@H]1C#N	3.7
